Compound activity (PubChem)
IEC-6 cytotox – IEC-6 cytotoxicity, counter-screen for KLF5 inhibitors; luminescence viability; inhibition, % at 5 µM; 290,000 compounds, 0.78% hits; AID 1825; in the data active = inhibition above about 22%;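 also: 0% = plate median of test compound wells and 100% = cytotoxic reference compound wells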
HSF-1 act – increases HSF-1 driven luciferase reporter signal; NIH3T3-HGL HSF-1 luciferase reporter, MG132, 8 h; 100% = twice DMSO control signal; activation, % at 9 µM; 300,000 compounds, 1.7% hits;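 active = mean replicate activation of at least 50% with a set share of replicates each reaching 50%; inconclusive = only one of those two conditions met; inactive = mean below 50% and too few replicates reaching it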;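 also: 0% = median of the neutral control wells and 100% = twice that signal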
HSF1 inh – HSF1 inhibition; 300,000 compounds, 0.77% hits; NIH3T3-HGL HSE-luciferase, MG132-induced, luminescence 8 h; stronger effect = lower value; activity change, negative = inhibition, % at 7.5 µM (by protocol);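 active = more than half of replicate wells show activity change below -50%, luminescence cut by over half; inconclusive = some wells, but at most half, below -50%; inactive = no replicate well below -50%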;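 also: luciferase reports HSF-1 transcriptional activity via heat shock element; 0% = median of DMSO wells and -100% = zero luminescence signal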
AI-2 QS modul – modulators of Vibrio harveyi AI-2 quorum sensing system. 300,000 compounds, 0.4% hits. activity change, % at 7.5 µM. Vibrio harveyi JMH597 AI-2 luminescence/OD600 ratio, 9 h; stronger effect = lower value; strain lacks LuxN and CqsS sensors; 0 = neutral-control median; in the data active = activity change below about -75%, passing the limit was not always enough; inconclusive = no clear call, values can overlap the other calls;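 also: luminescence divided by OD600 gain over 9 h not by final OD600 alone; inactives centre near 13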
aSyn 5UTR inh – 5' untranslated region of α-synuclein, MLPCN primary screen. alpha-synuclein 5'UTR reporter, inhibitor activity. 300,000 compounds, 0.82% hits. inhibition, % (tested at 7.5 µM); in the data active = inhibition above about 60%; inconclusive = no clear call, values can overlap the other calls;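 also: H4 neuroglioblastoma cells stably carrying SNCA 5'UTR luciferase fusion; 0% = DMSO wells and 100% = positive control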
GSK3 alpha inh – blocks human GSK-3 alpha kinase | P49840 | ADP-Glo luminescence, 60 min | inhibition, % at 10 µM | 320,000 compounds, 0.1% hits | AID 2650;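 in the data active = inhibition above about 50%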;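 also: GST-tagged GSK-3 alpha with peptide substrate and 25 µM ATP; 0% = DMSO neutral wells and 100% = GW8510 positive control wells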
Target sequence (P49840 whole entry, looked up): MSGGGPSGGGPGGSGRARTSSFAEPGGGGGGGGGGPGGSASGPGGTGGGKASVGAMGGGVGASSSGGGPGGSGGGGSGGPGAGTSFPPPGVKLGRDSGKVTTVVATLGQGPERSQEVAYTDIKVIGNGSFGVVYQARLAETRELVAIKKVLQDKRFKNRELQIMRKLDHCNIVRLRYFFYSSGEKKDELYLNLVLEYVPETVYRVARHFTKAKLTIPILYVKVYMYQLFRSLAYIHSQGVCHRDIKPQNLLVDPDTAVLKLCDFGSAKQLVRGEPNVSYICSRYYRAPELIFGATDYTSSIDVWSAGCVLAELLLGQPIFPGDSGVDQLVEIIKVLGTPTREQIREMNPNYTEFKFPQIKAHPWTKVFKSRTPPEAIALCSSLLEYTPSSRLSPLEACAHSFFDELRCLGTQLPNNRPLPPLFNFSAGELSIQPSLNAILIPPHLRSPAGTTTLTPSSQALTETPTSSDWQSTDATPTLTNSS
GSK3B inh – blocks human GSK3beta kinase activity; P49841; GST-GSK3beta kinase, ADP-Glo luminescence, 60 min; stronger effect = lower value; activity score (negative = inhibition), % at 10 µM; 300,000 compounds, 0.038% hits; AID 2097;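 active = more than half of replicate wells score below -50%, meaning over 50% inhibition versus plate controls; inconclusive = some replicates but at most half score below -50%; inactive = no replicate scores below -50%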;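 also: 0% = median DMSO wells and -100% = median GW8510 positive control wells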
Target sequence (P49841 whole entry, looked up): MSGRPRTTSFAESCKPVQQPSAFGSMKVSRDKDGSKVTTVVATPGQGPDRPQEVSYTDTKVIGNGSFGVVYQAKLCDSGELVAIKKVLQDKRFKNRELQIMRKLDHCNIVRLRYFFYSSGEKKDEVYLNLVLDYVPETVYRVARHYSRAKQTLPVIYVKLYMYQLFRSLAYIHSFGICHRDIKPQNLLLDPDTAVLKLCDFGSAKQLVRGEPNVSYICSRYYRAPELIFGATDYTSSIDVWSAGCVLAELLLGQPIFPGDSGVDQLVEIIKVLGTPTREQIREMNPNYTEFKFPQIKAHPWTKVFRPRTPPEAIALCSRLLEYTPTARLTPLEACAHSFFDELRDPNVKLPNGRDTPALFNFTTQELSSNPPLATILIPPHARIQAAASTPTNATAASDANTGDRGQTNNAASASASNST
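Test system: GST-fused GSK3beta enzyme, cell-free | Quantity: 1.6 ng GST-GSK3beta enzyme per well | Reagent: 25 µM ATP with peptide substrate | Schedule: 60 min enzyme reaction, room temperature | Signal: Luminescent ADP-Glo measurement of ADP formed | Read-out basis: Score relative to plate controls | Control set: DMSO and 20 µM GW8510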
HIF activator – HIF pathway transcriptional activation. activation, % at 7.5 µM (by protocol). AID 1910. U2OS HRE-luciferase reporter, luminescence; normalized: DMSO 0%, desferrioxamine 100%. 300,000 compounds, 0.32% hits;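 active = mean activation of at least 10% of the iron chelator positive control signal, with at least half of replicates also reaching 10%; inconclusive = mean and replicate majority disagree about reaching 10%; inactive = mean and most replicates under 10%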
KLF5 inhibitor – kruppel-like factor 5 inhibition; DLD-1 KLF5 promoter-luciferase reporter, luminescence; inhibition, % at 5 µM; 290,000 compounds, 0.23% hits;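 active = inhibition above a per-plate limit of that plate's mean compound inhibition plus 3 SD, cut at about 60% in these data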;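 also: 0% = DMSO wells and 100% = LY294002 at 200 µM; higher means less KLF5 promoter-driven luciferase light; inactives centre near -14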
HSP90 inh – HSP90 refolding inhibition in rabbit reticulocyte lysate; inhibition, % at 5.6 µM; 290,000 compounds, 0.91% hits; luciferase refolding luminescence, 3 h;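 active = inhibition above the screen-wide mean plus 3 SD, computed separately per campaign, cut at about 16% in these data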;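 also: 0% = DMSO wells and 100% = 60 µM geldanamycin wells; inhibitors lower the luminescence because luciferase stays unfolded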
An asterisk follows results filed as active; ? = inconclusive; nt = not tested or not shown. No enrichment for hits. Share with any hit: about 4.7%.

SMILES	IEC-6 cytotox	HSF-1 act	HSF1 inh	AI-2 QS modul	aSyn 5UTR inh	GSK3 alpha inh	GSK3B inh	HIF activator	KLF5 inhibitor	HSP90 inh
Nc1c(C(=O)NCCN2CCOCC2)c2nc3ccccc3nc2n1CCc1ccccc1F	-4	49	33	29	13	-1	-3	-0.3	-1	5
CC(=O)N1c2ccc(S(=O)(=O)NCCc3ccc(Cl)cc3)cc2CC1C (stereo unspecified)	4	41	24	25	0	-3	1	0.1	-19	1
COc1c2ccoc2c(OCC=C(C)C)c2oc(=O)ccc12	1	-4	6	26	6	1	0	0.3	-2	-1
Cc1cccc(S(=O)(=O)N2CCC(CO)(Cc3ccccc3)CC2)c1	1	-2	-1	0	4	2	-1	-0.9	5	3
Cc1ccc(OCC(=O)N/N=C\c2ccc(O)c([N+](=O)[O-])c2)c([N+](=O)[O-])c1	-10	-10	-3	24	19	1	1	0.1	15	0
Cc1[nH]n2c(=O)c3c(nc2c1-c1ccc(Cl)cc1)CCC3	2	18	3	6	13	2	3	0.3	1	0
COc1cccc(C2=N/C(=C\N(C)C)C(=O)O2)c1	3	15	0	24	-133	-1	1	2.9	-62	3
COc1ccc(-c2oc3cc(OC)c(O)c(OC)c3c(=O)c2OC)cc1O	10	7	5	16	65*	0	2	-0.6	-25	-5
COc1ccc(CNC(=O)C(C)N=C2NS(=O)(=O)c3ccccc32)cc1OC (stereo unspecified)	-3	21	-10	13	-5	-1	0	-0.4	-12	0
Cn1cc(S(=O)(=O)N2CCc3ccccc32)cc1C(=O)Nc1ccc(Cl)cc1	18	2	4	31	33	0	2	-0.1	10	0
COc1ccc(CNC(=O)CSc2nnc(-c3cccnc3)n2N)cc1	0	1	5	21	28	-1	7	-0.9	5	3
CC(C)(C)c1ccc(/C=C2\CCn3c2nc2cc(C(=O)O)ccc2c3=O)cc1	-1	-11	1	6	-8	-1	4	-0.6	-19	-2
Cc1nonc1NC(=O)CSc1nc(C23CC4CC(CC(C4)C2)C3)nc2ccccc12	-3	5	6	5	-22	-1	1	0.1	-5	1
CC(=O)Nc1nc(S(=O)(=O)c2ccc(C)cc2)c(Cl)s1	2	-6	-11	34	-8	-3	0	0.3	19	3
O=[N+]([O-])c1ccc(S(=O)(=O)NCCN2CCOCC2)cc1	3	-1	-3	17	-1	-2	1	-0.4	22	4
O=C1CC(SC(=NCc2ccc3c(c2)OCO3)Nc2ccccc2)C(=O)N1 (stereo unspecified)	-2	17	12	13	-11	-5	2	0.2	-12	3
Cc1ccc(CNCC(O)(c2ccccc2)c2ccc(Cl)cc2)cc1 (stereo unspecified)	7	-8	3	8	3	nt	3	0.0	-15	7
O=C(NCCC(=O)N1CCCC1)c1ccccc1Cl	-4	0	-3	18	-28	-3	1	1.5	-33	-3
Cc1ccc(-c2nc(CS(=O)(=O)CC(=O)NCCN3CCOCC3)c(C)o2)cc1	4	1	-3	nt	21	-2	0	0.2	-31	-2
CCOc1[nH]n(-c2ccccc2)c(=O)c1C=Nc1ccc(F)cc1F	-9	27	2	6	-7	-2	1	0.1	-9	2
Cn1nnc2cc(C(=O)Nc3ccc(Cl)cc3)ccc21	-2	31	5	19	-117	-2	3	1.7	-61	-2
CCOC(=O)c1c(NC(=S)Nc2ccc(OCC)cc2)sc2c1CCN(C)C2	1	nt	nt	30	nt	0	1	nt	-23	0
COc1ccccc1NC(=O)N(CCN(C)C)Cc1cc2cc(C)ccc2[nH]c1=O	1	1	-3	27	-8	-1	-3	-0.1	-16	0
O=C(COC(=O)/C=C/c1cc(Br)ccc1F)Nc1ccc2[nH]c(=O)[nH]c2c1	nt	-3	-4	0	11	-3	-1	-0.1	nt	nt
COCC(=O)NC1CCN(C(=O)NCc2ccccc2)CC1	5	-2	-2	11	4	3	2	-0.7	0	2
Cc1cc(-c2ccc(/C=N/n3cnnc3)o2)c(C)c([N+](=O)[O-])c1	-5	20	2	12	1	-1	0	2.3	-62	1
CC1=C2C(=O)OC(c3ccoc3)C2(C)CCC1 (stereo unspecified)	2	-2	-5	26	17	-4	-1	-0.4	5	2
O=C1N/C(=N/S(=O)(=O)c2ccccc2)S/C1=C/c1cccnc1	-5	-4	-5	16	8	3	0	0.0	-12	1
CN(C(=O)c1cccnc1)c1nnc(-c2cnccn2)s1	4	-1	0	8	0	-1	1	0.3	-15	2
COc1ccc(N2C(=O)C(Cl)=C(Nc3c(C)n(C)n(-c4ccccc4)c3=O)C2=O)cc1	-7	19	2	22	8	2	2	nt	-6	-2
O=C(NNC(=O)c1cccnc1)Nc1ccc([N+](=O)[O-])cc1	8	-1	-13	-30	7	-34	6	0.1	7	6
COc1ccc(S(=O)(=O)c2ccc(OC)cc2)cc1	0	13	-7	-42	-3	0	-2	0.3	-18	4
O=C(NC(=S)NCCc1ccccn1)c1ccco1	4	37	12	0	-21	1	3	-0.3	-22	-2
c1ccc(COc2ccc(OCCCNC3CCCC3)cc2)cc1	-1	50	18	4	-70	-18	0	1.2	-80	-2
Cc1cc(C=O)c(O)cc1O	0	22	3	17	7	-3	0	-0.3	-9	-6
Cc1ccc(CNC(=O)c2ccccc2N)cc1	1	?	27	-47	9	1	2	0.0	-20	0
Cc1ccc(C(=O)COc2ccccc2N2C(=O)c3ccccc3C2=O)cc1	-5	12	4	5	-127	nt	0	-0.1	-7	3
COC(=O)CCC(=O)OC1(C)C(=O)C2=CN(Cc3ccc(OC)cc3)C(c3ccc(OC)cc3)=CC2=C(Br)C1=O (stereo unspecified)	nt	10	4	19	-43	0	-1	0.0	nt	nt
NS(=O)(=O)c1ccc(CCNS(=O)(=O)c2ccc(Cl)cc2)cc1	5	-11	7	10	-11	1	-5	0.0	-11	-1
O=C1NC(=O)C(Cc2c[nH]c3ccccc23)N1 (stereo unspecified)	-2	1	-6	19	4	-2	0	0.2	-18	-3
O=C(CCCN1C(=O)/C(=C/c2cccc(Br)c2)SC1=S)NCCCN1CCOCC1	3	25	4	3	-38	-1	-2	-1.0	-65	5
Cc1nnc(NC(=O)C(C)Oc2ccc3c(C)cc(=O)oc3c2)s1 (stereo unspecified)	4	-13	-3	9	8	-1	-5	-0.1	-1	4
CC(C)Oc1ccc(C(=O)NC2CCCCC2)cc1	-6	?	18	16	-91	3	0	3.5	-89	-6
Cc1ccc(-c2nnc(SCC(=O)N/N=C/c3ccc(C)s3)n2-c2ccccc2)cc1	0	20	8	18	-13	-4	1	0.1	-29	0
CCCCC(=O)Nc1cc(C(=O)NCCc2ccccc2)ccc1Cl	-6	18	28	10	-49	-2	-1	0.8	-81	-2
N/C(=N\OC(=O)COc1ccc(Cl)cc1Br)c1cccnc1	5	42	39	20	-157	0	0	5.0	-43	2
CCOC(=O)c1c(NC(=O)C(Sc2ccccc2)c2ccccc2)sc(C(=O)N(C)C)c1C (stereo unspecified)	-4	-11	-1	10	32	-2	0	0.0	-14	-2
CCCN(C(=O)CSCc1c(C)noc1C)c1c(N)n(Cc2ccccc2)c(=O)[nH]c1=O	nt	5	8	33	5	0	-1	-0.2	nt	nt
O=C(CCSCCc1ccccn1)Nc1ccccn1	7	2	-2	14	14	1	3	0.1	-21	-1
CC(C)CCn1nnnc1C(c1ccccc1)N1CCC(C(N)=O)CC1 (stereo unspecified)	-1	-40	-18	-6	11	-1	-1	-0.3	-12	1
CCN(c1cccc(C)c1)S(=O)(=O)c1ccc2c(c1)CCCN2C(C)=O	-6	5	1	nt	22	-1	1	-0.4	-14	-3
COc1cccc2oc3cc(C#Cc4ccccn4)ccc3c(=O)c12	0	33	19	12	-194	-1	1	5.8	-116	-2
O=C(O)c1cc(-c2c[nH]c3ccccc23)nc2cc3ccccc3cc12	1	10	3	16	-66	-4	-2	2.2	8	-2
Cc1ccc(S(=O)(=O)NC(C)(C)CN2CCCCC2)cc1	-8	16	-1	11	-4	-5	2	-2.8	-3	-5
Cc1c(C#N)c(O)[nH]c(=O)c1N=Nc1ccc(S(N)(=O)=O)cc1	-6	11	-4	26	6	79*	-76*	-41	-43	2
COc1ccc(OC)c(NC(=O)CSc2nn3c(=O)c(C)nnc3s2)c1	2	0	-2	30	-17	-3	2	0.2	-29	1
O=C(/C=C/c1ccccc1)Nc1ncn[nH]1	3	7	10	1	-15	nt	4	1.3	-17	1
Cc1cc2oc(=O)cc(CN3CCN(Cc4ccccc4)CC3)c2cc1Cl	2	24	0	4	9	0	1	0.4	-21	-2
COc1ccc(NC(=O)CCNS(=O)(=O)c2ccc3c(c2)c(=O)n(C)c(=O)n3C)cc1	0	7	7	33	17	-2	0	0.1	-42	2
CC1CCCN(C(=O)CN(C)S(=O)(=O)c2ccc3c(c2)c(=O)n(C)c(=O)n3C)C1 (stereo unspecified)	-5	-19	0	2	-1	1	-3	0.5	0	4

Following part.
SMILES	IEC-6 cytotox	HSF-1 act	HSF1 inh	AI-2 QS modul	aSyn 5UTR inh	GSK3 alpha inh	GSK3B inh	HIF activator	KLF5 inhibitor	HSP90 inh
CC1CCCC(C)N1C(=O)COC(=O)CCc1nc2ccccc2c(=O)[nH]1 (stereo unspecified)	-1	-9	-1	10	-24	-2	-2	-0.5	-3	1
COc1ccc(CCNS(=O)(=O)c2cccs2)cc1	0	-11	5	-60	-23	-1	-2	-0.6	-16	-1
CCCC(=O)Nc1sc2c(c1C#N)CC(C)(C)NC2(C)C	4	7	-4	2	-8	-2	-1	-0.1	-38	2
CC(=O)N1CCOc2ccc(S(=O)(=O)NCCc3ccc(Cl)cc3)cc21	5	-6	0	nt	-17	0	2	-0.1	9	-6
CCCNC(=O)c1nn2cc(Br)cnc2c1Cl	2	-19	-7	5	-3	4	-3	-0.1	-15	0
Cc1c(NC(=O)CN2C(=O)C3C4C=CC(C4)C3C2=O)c(=O)n(-c2ccccc2)n1C (stereo unspecified)	3	10	-5	40	1	-2	1	-0.2	-28	3
c1ccc(CSc2nnc3ccc(-c4ccncc4)nn23)nc1	-1	20	-2	8	3	-2	0	0.3	-17	-3
CCC(C)Oc1nc(C)cc(C)c1S(=O)(=O)c1ccccc1C (stereo unspecified)	4	4	-7	10	8	2	2	-0.1	-37	5
O=C(CN1CCN(C(=O)c2ccco2)CC1)Nc1ccc(Cl)c(S(=O)(=O)N2CCOCC2)c1	2	-3	-4	6	-9	0	-4	-0.8	-22	1
CC1(C)CC(=O)C(C=Nc2ccc3c(c2)OCO3)=C(O)C1	-3	-2	7	23	-71	1	0	2.2	-26	-3
Cc1sc2nc(CC(=O)NN)[nH]c(=O)c2c1C	-3	-5	-3	6	3	-2	-3	-0.1	-28	-1
